# HTT ATP protect = qHTS Multiplex Assay to Identify Dual Action Probes in a Cell Model of Huntington: Cytoprotection (ATP) | PC12 HTT-Q103 induced, cytoprotection, ATP luminescence, 40 h | Potency, µM (doses to about 56.4 µM), inactives show cytoprotection (ATP increase), hits mostly activators | 0.14% of 230,000 active;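 also: % of control where 0% means no effect; nearly all actives have a fitted effect of over 45% in size; toxic huntingtin expression switched on by the ecdysone agonist tebufenozide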
#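 Quantitative HTS on tebufenozide-induced (100 nM) PC12 cells expressing HTTQ103 exon 1–GFP; compounds tested as a concentration series; survival measured via cellular ATP.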
# TR SRC2 fluor cs = Total Fluorescence Counterscreen for Inhibitors of the Interaction of Thyroid Hormone Receptor and Steroid Receptor Coregulator 2 | Potency, µM (top dose mostly 106 µM), without a hit: at the highest dose fluorescence change, negative = quenching | TRb/SRC2 Texas Red total fluorescence interference | 0.29% of 280,000 active; active = well fitted curve in either direction with a large enough effect; inconclusive = small, poorly fitted or top-dose-only effect; also: % is scaled to controls: 0 for no effect and ±100 for the full control effect
#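 Human TRb ligand-binding domain at 0.6 uM with 20 nM Texas Red SRC2 peptide in Tris buffer containing 1 uM T3 and 5% DMSO, incubated with compound 5 h at ambient temperature. Total fluorescence (555/632 nm) calculated as parallel + 2 × perpendicular.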
# RECQ1 inh = qHTS Assay for Inhibitors of RecQ-Like Dna Helicase 1 (RECQ1); ATP-dependent DNA helicase Q1 (Homo sapiens), P46063; RECQ1 DNA unwinding, red fluorescence kinetic read; Potency, µM (top dose mostly 57.3 µM), for inactives: top-dose activity, negative = inhibition, usual class: inhibitors; 0.54% of 240,000 active;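 also: plate controls were vehicle for no effect and no enzyme for full effect; nearly all actives have a fitted effect of over 30% in size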
# Target sequence (P46063 whole entry, looked up): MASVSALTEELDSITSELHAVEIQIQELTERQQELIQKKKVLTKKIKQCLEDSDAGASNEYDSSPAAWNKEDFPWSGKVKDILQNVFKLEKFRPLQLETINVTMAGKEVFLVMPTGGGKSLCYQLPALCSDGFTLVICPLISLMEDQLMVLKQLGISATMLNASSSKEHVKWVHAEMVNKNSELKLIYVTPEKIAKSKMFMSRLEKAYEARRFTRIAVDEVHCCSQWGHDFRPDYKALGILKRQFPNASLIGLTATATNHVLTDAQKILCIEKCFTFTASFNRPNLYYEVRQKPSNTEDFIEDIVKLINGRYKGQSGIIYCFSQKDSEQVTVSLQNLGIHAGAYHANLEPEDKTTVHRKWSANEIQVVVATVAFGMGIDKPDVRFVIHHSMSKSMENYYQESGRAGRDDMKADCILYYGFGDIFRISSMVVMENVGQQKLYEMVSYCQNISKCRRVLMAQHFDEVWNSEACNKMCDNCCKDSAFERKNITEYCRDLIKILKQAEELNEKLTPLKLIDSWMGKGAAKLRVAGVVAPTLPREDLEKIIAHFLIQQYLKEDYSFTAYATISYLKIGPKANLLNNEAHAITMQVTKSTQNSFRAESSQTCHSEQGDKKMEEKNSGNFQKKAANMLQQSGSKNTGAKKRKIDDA
#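 50 nM RECQ1T1 preincubated 15 min with compound in Tris pH 8.0 buffer with MgCl2, DTT, Tween-20 and 2.5 ug/ml poly(dI-dC); started with 200 nM TAMRA/BHQ-2 forked duplex and 2 mM ATP. Unwinding read as fluorescence (525/598 nm), two reads 2 h apart.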
# L3MBTL1 block = qHTS Assay for the Inhibitors of L3MBTL1; Lethal(3)malignant brain tumor-like protein 1 (Homo sapiens), Q9Y468; AlphaScreen L3MBTL1–H3K9me1 peptide binding; Potency, µM (top dose mostly 57.1 µM), inactives show top-dose activity, negative = inhibition, hits mostly inhibitors; 0.66% of 230,000 active; also: % is scaled to controls: 0 for no effect and ±100 for the full control effect; nearly all actives have a fitted effect of over 60% in size
#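 First, the protein-peptide complex forms for 30 min at room temperature (L3MBTL1 50 nM, biotinylated H3K9me1 peptide 75 nM). Next, compounds are pin-transferred and incubated 30 min. Finally, AlphaScreen beads are added and read after 30 min.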
# Tau fibril ThT = qHTS for Inhibitors of Tau Fibril Formation, Thioflavin T Binding; 2.1% of 270,000 active; recombinant tau K18 P301L, heparin-induced fibrillization, ThT fluorescence; Potency, µM (highest dose often 57.4 µM), for the others: at the highest dose activity, negative = inhibition, most hits filed as inhibitors; also: % is scaled to controls: 0 for no effect and ±100 for the full control effect; nearly all actives have a fitted effect of over 55% in size
# Target sequence (P10636 561-689 P618L limits assumed): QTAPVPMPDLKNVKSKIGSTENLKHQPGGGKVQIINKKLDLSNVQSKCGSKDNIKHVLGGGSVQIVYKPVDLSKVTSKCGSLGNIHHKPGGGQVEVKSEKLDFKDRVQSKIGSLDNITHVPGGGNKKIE
#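 Recombinant human tau K18 fragment […] carrying P301L, 15 uM unlabeled plus 0.24 uM Alexa 594-labeled, was fibrillized with 20 uM heparin in 100 mM sodium acetate pH 7 for 6 hr at 37 C; 30 uM ThT fluorescence read after 1 hr.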
# Tau fluor counter = Counterscreen qHTS for Inhibitors of Tau Fibril Formation, Fluorescence Polarization; tau K18 P301L (four-repeat tau fragment) Alexa594 fluorescence, heparin fibrillization; Potency, µM (titrated, usually from 57.7 µM), without a hit: at the highest dose activity change, negative = decrease; 0.93% of 280,000 active; also: % is scaled to controls: 0 for no effect and ±100 for the full control effect; nearly all actives have a fitted effect of over 55% in size
#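 Human K18 P301L tau (15 uM unlabeled plus 0.24 uM Alexa 594-labeled, final) in 100 mM sodium acetate pH 7 was mixed with compound and 20 uM heparin and incubated 6 hr at 37 C.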
# Tau fibril FP = qHTS for Inhibitors of Tau Fibril Formation, Fluorescence Polarization; Potency, µM (titrated, usually from 57.7 µM), without a hit: at the highest dose activity, negative = inhibition, actives largely listed as inhibitors; K18 P301L tau heparin fibrillization, Alexa594 FP, 6 h; 0.39% of 280,000 active; also: % is scaled to controls: 0 for no effect and ±100 for the full control effect; nearly all actives have a fitted effect of over 55% in size
#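 Read-out: fluorescence polarization of Alexa 594-labeled tau (0.24 uM), 555 nm excitation, 632 nm emission. Mixtures held 15 uM unlabeled K18 P301L, compound and 20 uM heparin, pH 7 acetate buffer, incubated 6 hr at 37 C.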
# TRb SRC2 PPI = qHTS for Inhibitors of the Interaction of Thyroid Hormone Receptor and Steroid Receptor Coregulator 2. Thyroid hormone receptor beta (Homo sapiens), P10828. TRbeta-SRC2 peptide binding, fluorescence polarization; receptor liganded with 1 µM T3. Potency, µM (doses to about 106 µM), without a hit: at the top dose activity change, negative = inhibition, actives largely listed as inhibitors. 0.065% of 280,000 active;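 also: plate controls were bound peptide for no effect and peptide without receptor for full effect; nearly all actives have a fitted effect of over 50% in size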
#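 Assay buffer: 20 mM Tris-HCl, 100 mM NaCl, 10% glycerol, 1 mM EDTA, 0.01% NP-40, 1 mM DTT, 1 uM T3, 5% DMSO; TRb LBD 0.6 uM, Texas Red SRC2 20 nM; FP after 5 hr.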
# Starred values were filed as active, the others as inactive; i = inactive; ? = inconclusive; / = no result given; [ ] = dose if it differs, or a comment. Unless noted, calls follow the shape of the dose curve; as a rule, active = well fitted curve in the direction sought with a large enough effect; inconclusive = small, poorly fitted or top-dose-only effect, or another doubt; inactive = no such curve, though single readings can be large; an effect the other way counts as inactive or inconclusive. Potency is read from the fitted curve at half-maximal effect. Some of the compounds tested (hit frequency here may not be typical).
nr	Molecule	HTT ATP protect	TR SRC2 fluor cs	RECQ1 inh	L3MBTL1 block	Tau fibril ThT	Tau fluor counter	Tau fibril FP	TRb SRC2 PPI
1	Cc1nnc(C)c2c(C)n(-c3ccccc3N)c(C)c12	-22%[10 µM]	0%	0%	-35%	?	1%	0%	-4%
2	O=C(NCc1ccco1)C1CCCN(S(=O)(=O)c2cccc3nonc23)C1 (stereo unspecified)	10%	0%	-2%	/	?	-8%	-8%	2%
3	Cc1ccc(N2CCN(C(=O)c3c(C)oc4ncn(C)c(=O)c34)CC2)c(C)c1	/	-3%	/	/	-1%	-3%	3%	-1%
4	CC(=O)Nn1cnc2c(c1=O)C1(CCCCC1)Cc1ccccc1-2	9%	-3%	-6%	/	-3%	-13%	5%	-13%
5	O=C(CSc1nc2ccc([N+](=O)[O-])cc2[nH]1)c1ccc(Cl)cc1	29%[10 µM]	3%	-17%	-1%	-14%	-28%	?	2%
6	CCC(=O)NCc1nc2ccccc2n1Cc1ccccc1F	-12%	2%	i	4%	3%	3%	1%	4%
7	CN(C)/C=C/C(=O)c1nn(-c2ccc(F)cc2)ccc1=O	5%[10 µM]	1%	-5%	4%	-12%	-6%	-2%	-2%
8	CC1=C(C(=O)NCc2ccccc2Cl)C2(CCCCCC2)OC1=O	/	5%	/	/	2%	-6%	7%	3%
9	CC(=O)c1c(COC(=O)c2ccc(F)cc2)nc2ccccc2[n+]1[O-]	1%[10 µM]	-2%	2%	-13%	-2%	-12%	-2%	0%
10	Cc1ccc(NC(=O)CN2C(=O)c3ccccc3Sc3ncccc32)c(C)c1	/	-2%	/	/	-15%	-4%	5%	-2%
11	CCN(CC)C(=S)SCC(=O)Nc1ccc(S(N)(=O)=O)cc1	-12%[10 µM]	-2%	-4%	2%	1%	-4%	1%	-3%
12	CC(=O)Oc1ccc(N2C(=O)C3C4C=CC(CO)(O4)C3C2=O)cc1 (stereo unspecified)	-22%	1%	i	/	-18%	-16%	-5%	-21%

# Next part.
nr	Molecule	HTT ATP protect	TR SRC2 fluor cs	RECQ1 inh	L3MBTL1 block	Tau fibril ThT	Tau fluor counter	Tau fibril FP	TRb SRC2 PPI
13	Oc1c(C=Nc2cccnc2)sc2ccccc12	-17%	7%	-24%	/	13µM*	-12%	11%	9%
14	COc1ccc(CCC(=O)NCc2nc3cccnc3n2Cc2ccc(C)cc2)cc1	/	-2%	/	/	-7%	-4%	6%	0%
15	Cc1ccccc1CNC(=O)CCC(=O)N1CC2CCCN2c2ccccc21 (stereo unspecified)	/	-6%	/	/	-5%	-15%	3%	0%
16	CC1=C(c2ccc(C)c(C)c2)S(=O)(=O)N(Cc2ccc(C(=O)NCc3ccc(C)cc3)cc2)C1=O	/	-13%	/	/	-12%	-28%	-12%	8%
17	O=C(O)[C@@H]1[C@@H]2C[C@@H]2CN1c1ncccc1[N+](=O)[O-]	-6%[10 µM]	-1%	i	11%	-6%	-4%	-3%	-2%
18	Cc1cccc(CCNC(=O)c2c[nH]c3ccc(S(=O)(=O)Nc4ccccc4F)cc3c2=O)c1	/	?	/	/	14%	?	7.1µM*	-20%
19	Cc1ccc(S(=O)(=O)NC(=O)NN2C[C@H]3CCC[C@@H]3C2)cc1	-43%[inhibitor][17.1 µM]	-1%[53 µM]	1%[25.9 µM]	/	/	/	/	-5%[53 µM]
20	O=C(NCCCn1ccnc1)c1cn(Cc2ccc(F)cc2)nn1	-16%	-5%	-6%	-3%	4%	9%	2%	1%
21	O=C(OCCNC(=O)c1ccc2ccccc2n1)c1cccnc1	-2%[10 µM]	1%	-8%	/	-11%	-6%	-2%	1%
22	O=C1CC(Sc2ccc(Cl)cc2)C(=O)N1Cc1ccncc1 (stereo unspecified)	3%[10 µM]	-2%	-3%	/	/	-8%	-1%	-2%
23	CCOCCn1ccc2c(OCC(=O)Nc3cccc(F)c3)cccc2c1=O	/	-3%	/	/	3%	-9%	-7%	-17%
24	CCN(CC)S(=O)(=O)c1cccc(C(=O)Nc2cccnc2)c1	-15%[0.074 µM]	-8%	-2%	1%	10%	12%	3%	-10%

# (cont.)
nr	Molecule	HTT ATP protect	TR SRC2 fluor cs	RECQ1 inh	L3MBTL1 block	Tau fibril ThT	Tau fluor counter	Tau fibril FP	TRb SRC2 PPI
25	Cc1[nH]c(=S)c(C#N)c(-c2ccco2)c1C(=O)N(C)C	-53%[inhibitor]	1%	-1%	-11%	-16%	-3%	-4%	-12%
26	CCOC(=O)C1C(C(=O)OC)=C(CC(C)C)c2ccccc2N1S(=O)(=O)C(F)(F)F (stereo unspecified)	-14%	5%	i	/	-15%	-21%	-7%	8%
27	COc1ccccc1-c1nnc(SCC(=O)NC2CCCCC2)o1	7%[10 µM]	-1%	5%	?	-4%	-3%	5%	-1%
28	Cn1cnnc1SCC(=O)Nc1cccc(C(=O)O)c1	12%	-2%	0%	/	-9%	-5%	-4%	-4%
29	CN1CCN(C(=S)c2ccc(Cl)cc2)CC1	9%	-5%	-4%	/	2%	-3%	4%	-7%
30	Cc1cc(NC(=O)Nc2ccc(C)c(C)c2)no1	-61%[inhibitor]	-1%	-3%	-5%	-14%	-18%	5%	6%
31	NC(=O)NCCC1=CCCCC1	-9%	-1%	-5%	/	-11%	-1%	-5%	0%
32	Cc1ccc2nc(C)c(Cl)c(=O)n2c1	-14%	2%	i	/	-15%	-10%	-8%	5%
33	CCOC(=O)c1ccc(OCC2c3cc(OC)c(OC)cc3CCN2C(=O)Cc2ccc(F)cc2)cc1 (stereo unspecified)	/	-2%	/	/	-5%	-12%	-3%	10%
34	Cc1sc2ncnc(OCC(=O)N3CCN(C(=O)c4ccco4)CC3)c2c1C	-20%[10 µM]	-1%	-11%	-4%	9%	7%	0%	-3%
35	O=C(O)CCCNc1ccc(S(=O)(=O)Nc2ccccc2C(=O)O)cc1C(=O)O	6%	0%	4%	-2%	-8%	0%	-1%	2%
36	Cc1cccc(CNC(=O)c2ccc3c(c2)c(C)c(C)n3Cc2ccccc2)c1	/	0%	/	/	1%	-8%	4%	-3%

# The list continues:
nr	molecule	HTT ATP protect	TR SRC2 fluor cs	RECQ1 inh	L3MBTL1 block	Tau fibril ThT	Tau fluor counter	Tau fibril FP	TRb SRC2 PPI
37	CC1CCN(CC(=O)Nc2cccc([N+](=O)[O-])c2)CC1	-6%	-3%	-1%	8%	5%	0%	-4%	-6%
38	COc1ccc(Cl)cc1NCc1nnc2n1CCCCC2	/	0%	/	/	6%	7%	-2%	4%
39	CCOC(=O)/C=C1\SCC(=O)N1CC(=O)Nc1cccc(F)c1	3%	-4%	i	-3%[11.4 µM]	-1%	-5%	4%	3%
40	Cc1coc2cc3oc(=O)c(CC(=O)NCc4cccc(Cl)c4)c(C)c3cc12	/	-1%	/	/	3%	-6%	-13%	-2%
41	Cc1cc(C)n(-c2nc3ccccc3c(=O)n2OCC(=O)OCc2ccccc2)n1	-19%[0.074 µM]	6%	-14%	10%	-1%	3%	3%	2%
42	CC(NC(=O)c1ccc(OC2CCN(C(=O)c3cccnc3)CC2)cc1)C1CC1 (stereo unspecified)	10%[10 µM]	1%	-2%	-2%	-8%	0%	2%	6%
43	Cc1ccc(CNC(=O)C2CCN(S(=O)(=O)c3c(C)noc3/C=C/c3ccco3)CC2)cc1	-43%[inhibitor]	-1%	-22%	/	-13%	-19%	10%	-1%
44	CCCOc1ccc(C(=O)Nc2ccc(NC(=O)c3ccccc3)c(C)c2)cc1	/	-9%	/	/	?	-11%	?	-1%
45	C[N+]1(C)CC(O)[C@H](C(=O)[O-])C1 (stereo partly specified)	/	-1%	-16%	/	-1%	-2%	-6%	-1%
46	Cc1ccc(CC(=O)N2CCN(C(=O)c3ccco3)CC2)cc1	/	-1%	-3%	2%	-2%	-1%	1%	2%
47	COC(=O)c1ccc(C(/C=C/[C@@H](C)C(=O)NCc2ccccc2)NC(=O)OCc2ccccc2)cc1 (stereo partly specified)	-31%[inhibitor]	0%	i	/	-11%	-12%	-2%	-6%
48	O=c1[nH]ncc(N2CCCC2)c1Cl	-19%	0%	i	/	-4%	-4%	-13%	6%
49	Cc1cc(C)n(CC(=O)N/N=C/c2ccccn2)n1	/	-7%	i	16%	13%	-6%	0%	3%
50	Cc1c(NC(=O)CCC(=O)N2CCCCC2)c(=O)n(-c2ccccc2)n1C	12%[0.074 µM]	1%	-1%	-2%	1%	11%	8%	-1%
51	O=C(COC(=O)CCc1nc2ccccc2c(=O)[nH]1)Nc1ccccc1Cl	5%[10 µM]	0%	-10%	/	0%	-4%	1%	-11%
